Screens from PubChem BioAssay.
SMARCA2 act: SMARCA2 (BRM) function activators, primary screen, cell-based, luminescence, high throughput | MG213 cells, MMTV-luciferase reporter, dexamethasone, overnight | activation, % at 9.1 µM | 370,000 tested, 1% active | AID 652017, 2013; in the data active = activation above about 7.8%;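 also: 0% = vehicle wells and 100% = reference activator wells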
NPR1 activator: GC-A stimulated cGMP production enhancers – HEK293 GC-A cells, cGMP TR-FRET, EC30 ANP, primary screen; Atrial natriuretic peptide receptor 1 (Homo sapiens), P16066; 0% at EC30 ANP, 100% saturating ANP; activation, % at 10 µM; 370,000 tested, 0.14% active; AID 1671463, 2021; in the data active = activation above about 40%
ssDAF12 agonist: S. stercoralis DAF-12 nuclear receptor activators, primary screen, cell-based, luminescence, HEK293, GRIP1 co-expression, lit1-tk-luc | HEK293 ssDAF-12/GRIP1 lit1-tk-luc reporter; % of 3 µM dafachronic acid response | 370,000 tested, 1% active | Nuclear hormone receptor DAF-12 (Strongyloides stercoralis) | activation, % at 6.8 µM | AID 652126, 2013;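 active = activation above the mean over all tested compounds plus 3 SD, cut at about 0.9% in these data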;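 also: 0% = DMSO-only wells and 100% = 3 µM delta7-dafachronic acid wells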
NPR2 activator: human GC-B receptor activators, primary screen, HEK293 GC-B cells, cGMP TR-FRET, EC30 CNP | 0% at EC30 CNP, 100% saturating CNP | AID 1920062, 2024 | 370,000 tested, 0.11% active | activation, % at 10 µM;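 active = activation at 10 µM reaching about 35% in either raw or pattern-adjusted values, limit read from the data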
Target sequence (P20594 whole entry, looked up): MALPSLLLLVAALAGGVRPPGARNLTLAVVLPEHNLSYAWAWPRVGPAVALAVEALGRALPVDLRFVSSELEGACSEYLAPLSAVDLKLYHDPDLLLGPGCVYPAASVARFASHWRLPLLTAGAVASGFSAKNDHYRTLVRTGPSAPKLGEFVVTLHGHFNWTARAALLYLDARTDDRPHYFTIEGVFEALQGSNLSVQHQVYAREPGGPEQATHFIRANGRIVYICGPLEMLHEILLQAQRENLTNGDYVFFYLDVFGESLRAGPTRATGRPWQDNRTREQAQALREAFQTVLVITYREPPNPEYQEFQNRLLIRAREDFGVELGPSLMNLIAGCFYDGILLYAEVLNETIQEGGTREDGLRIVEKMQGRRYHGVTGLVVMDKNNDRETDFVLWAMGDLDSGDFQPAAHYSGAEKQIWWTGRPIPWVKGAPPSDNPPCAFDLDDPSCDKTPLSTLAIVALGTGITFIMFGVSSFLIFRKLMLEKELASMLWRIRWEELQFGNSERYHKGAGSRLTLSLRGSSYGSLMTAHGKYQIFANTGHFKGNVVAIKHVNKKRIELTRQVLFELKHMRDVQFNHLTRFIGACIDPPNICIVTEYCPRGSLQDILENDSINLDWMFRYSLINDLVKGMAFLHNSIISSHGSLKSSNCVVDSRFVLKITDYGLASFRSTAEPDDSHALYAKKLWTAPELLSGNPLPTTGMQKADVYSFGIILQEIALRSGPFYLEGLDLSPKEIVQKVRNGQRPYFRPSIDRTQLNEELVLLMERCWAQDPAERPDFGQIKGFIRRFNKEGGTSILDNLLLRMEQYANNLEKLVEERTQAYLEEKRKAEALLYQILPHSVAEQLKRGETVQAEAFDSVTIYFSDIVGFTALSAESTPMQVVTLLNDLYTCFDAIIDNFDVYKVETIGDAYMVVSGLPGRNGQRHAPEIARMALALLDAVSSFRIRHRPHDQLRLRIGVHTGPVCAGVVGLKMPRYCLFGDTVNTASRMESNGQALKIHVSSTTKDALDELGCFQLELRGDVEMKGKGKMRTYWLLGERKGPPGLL
hcDAF-12 act: H. contortus DAF-12 nuclear receptor activators, primary screen, cell-based, luminescence, HEK293, lit1-tk-luc reporter; HEK293 hcDAF-12 lit1-tk-luc reporter; 0% DMSO, 100% Δ7-dafachronic acid; activation, % at 6.8 µM; 370,000 tested, 1.4% active; AID 652067, 2013;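 active = activation above the mean of all tested compounds plus 3 SD, cut at about 5.5% in these data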;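 also: 100% = response to 3 µM Δ7-dafachronic acid high control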
HGIII-sPLA2 inh: human group III sPLA2 inhibitors, primary screen, biochemical, QFRET, BODIPY PC-A2 liposome substrate | QFRET BODIPY PC-A2 liposome hydrolysis, fluorescence | inhibition, % at 12.2 µM | 370,000 tested, 0.56% active | Group 3 secretory phospholipase A2 (Homo sapiens), Q9NZ20;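 active = inhibition above mean plus 3 SD of compounds lying within the high and low control bounds, cut at about 19% in these data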;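 also: 0% = median of test compound wells and 100% = no enzyme DMSO wells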
DAX1 inh-1: DAX1 (NR0B1) inhibitors on StAR promoter, primary screen, cell-based, luminescence, SF-1 (NR5A1), full-length DAX-1; AID 652010, 2013; HEK293T StAR-luciferase reporter, SF-1/DAX-1 repression relief; 370,000 tested, 1.1% active; inhibition, % at 6.8 µM;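 active = inhibition above the mean over all tested compounds plus 3 SD, cut at about 3.6% in these data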;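 also: 0% = DAX-1 cells with DMSO and 100% = cells lacking DAX-1 with DMSO; higher inhibition means more luminescence from relief of DAX-1 repression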
GAA850 FXN act: FXN promoter activators, primary screen, cell-based, luciferase luminescence, HEK293 lucGAA850. HEK293 lucGAA850 FXN promoter luciferase reporter, 24 h; percent of 10 µM SAHA response. activation, % at 6 µM. 360,000 tested, 0.56% active;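 active = activation above the average of all compounds screened plus 3 SD, cutoff fixed separately per campaign, cut at about 7.5% in these data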;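 also: 0% = DMSO wells and 100% = 10 µM SAHA wells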
DAX1 inh-2: DAX1 (NR0B1) inhibitors, primary screen, cell-based, HEK293, Gal4-DAX1, luciferase luminescence; Nuclear receptor subfamily 0 group B member 1 (Homo sapiens), P51843; HEK293 Gal4-DAX1 luciferase reporter; inhibition, % at 6.75 µM; 340,000 tested, 0.99% active; AID 504766, 2011;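 active = inhibition above the mean over all tested compounds plus 3 SD, cut at about 4.2% in these data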;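 also: 0% = DAX1-transfected cells with DMSO and 100% = empty-vector control cells with DMSO; inhibition shows as a rise in luminescence from relieved DAX1 repression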
hgDAF-12 ag: H. glycines DAF-12 receptor agonists, primary screen, cell-based, luminescence, HEK293, GAL4 fusion, UAS-luciferase | Nuclear hormone receptor DAF-12 (Heterodera glycines), GAL4 fusion | HEK293 GAL4-hgDAF12 UAS-luciferase reporter, agonist luminescence; normalized to butyrate control | activation, % at 6.8 µM | 370,000 tested, 1.8% active | AID 687014, 2013;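 active = activation above a cutoff set at the mean of all screened compounds plus 3 SD, cut at about 10% in these data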;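 also: 0% = DMSO wells and 100% = sodium butyrate wells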
KLK7 zymogen act: proKLK7 zymogen activators, primary screen, biochemical, fluorescence intensity; Kallikrein-7 (Homo sapiens), P49862; purified proKLK7, EDANS-DABCYL substrate fluorescence; 100% is mature enzyme control, 0% vehicle; activation, % at 7 µM; 370,000 tested, 0.9% active; AID 652039, 2013;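 active = activation above the mean of all tested compounds plus 3 SD, computed per campaign excluding outliers beyond control limits, cut at about 13% in these data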
* marks the source's active call; other numbers are inactive results; / = no result given.

SMILES	SMARCA2 act	NPR1 activator	ssDAF12 agonist	NPR2 activator	hcDAF-12 act	HGIII-sPLA2 inh	DAX1 inh-1	GAA850 FXN act	DAX1 inh-2	hgDAF-12 ag	KLK7 zymogen act
CCc1ccc(OCC(=O)OC(C)C(=O)NC2CC2)cc1 (configuration not stated)	-3	-2	-0.5	-5	-1.6	9	-0.6	0.8	0.2	-0.9	0.2
CC12CCC(c3c1nc1ccccc1[n+]3[O-])C2(C)C (configuration not stated)	-2	-1	-1.0	-1	-2.0	-5	0.1	0.9	0.2	-0.9	-0.3
CC(C)(C)c1ccc(C(=O)C2CCCN(C(=O)CCn3cncn3)C2)cc1 (configuration not stated)	0	0	-1.2	0	-0.8	-3	-2.3	1.1	-0.7	0.1	-0.3
C=C(C)c1sc(-c2ccc(Cl)cc2)nc1C	3	0	-0.6	-7	0.7	2	0.4	0.0	1.5	2.2	-0.4
COc1cc(/C=C/C(=O)N2CCN(c3n[nH]c(=O)[nH]c3=O)CC2)cc(OC)c1OC	1	3	-2.0	-1	-0.3	2	-0.6	4.1	0.9	4.2	0.1
Cc1c(C(=O)N2CCCC2)sc(NC(=O)c2ccc(Cl)cc2)c1C#N	0	1	-1.2	-1	0.9	-5	0.1	0.2	0.5	0.3	0.0
Cc1cc(C)cc(NC(=O)Cc2ccc(S(=O)(=O)N3CCCC3)s2)c1	3	3	-1.1	1	-1.4	-35	-3.6	-0.7	0.2	5.1	0.8
Cn1c(=O)c2c(nc(SCc3ccccc3)n2Cc2ccc(Cl)cc2)n(C)c1=O	-1	-3	0.0	11	0.6	0	-0.1	-0.2	0.5	1.3	0.7
CCCC12CN3CC(C)(CN(C1)C3c1ccc(OC(C)C)cc1)C2=O (configuration not stated)	-1	3	-1.3	0	2.5	1	-0.2	-1.1	0.8	-1.0	0.5
CCCCCCN1C[C@@H](n2cc(C3CC3)nn2)[C@H](O)C[C@@H]1c1ccc(C)cc1	3	-23	-0.9	-10	-1.1	-11	-0.3	1.0	1.8	5.0	-0.1
O=C(O)c1cnn(-c2nc(-c3ccc(Cl)cc3)cs2)c1C(F)(F)F	1	4	-0.4	2	1.9	-15	2.6	4.1	1.5	4.2	1.1
Cc1ccc(CC(=O)Nc2cccc(C(=O)Nc3c(C)n(C)n(-c4ccccc4)c3=O)c2)cc1C	-5	0	-0.7	5	-2.3	-2	-1.8	-0.3	-0.3	1.1	-0.6
Cn1c(C(=O)NCCN2CCCCCC2)cc2c(=O)n(C)c3ccccc3c21	-2	0	-1.2	-3	-1.1	11	0.5	1.3	-0.5	-0.6	0.5
O=c1nc(Oc2ccccc2)nc2ncccn12	-4	2	-1.0	-5	-0.8	13	0.1	2.7	0.9	0.6	-0.6
Cc1cc(C)c2c(NC(=S)NC(=O)c3ccccc3)n[nH]c2n1	-3	-4	-0.9	0	-1.3	12	0.2	2.7	2.6	-0.5	2.2
O=C1C(C=NCC2CCCO2)=C(O)c2ccccc21 (configuration not stated)	-1	-2	0.8	1	4.9	-1	4.6*	3.2	1.4	13*	-0.1
COc1ccc(CCNS(=O)(=O)c2cn(C)c(=O)n(C)c2=O)cc1	-3	0	-0.9	3	-1.1	17	-0.3	-2.3	0.7	-2.8	0.4
Cc1ccc(N2CC(C(=O)Nc3cccc(C(=O)NC4CC4)c3)CC2=O)cc1 (configuration not stated)	-2	-2	-1.0	5	-0.1	8	-1.2	0.3	-0.6	-3.2	0.8
COc1ccc(C(c2nnnn2CCc2ccccc2)N2CCN(C3CCCC3)CC2)cc1OC (configuration not stated)	-1	1	-1.0	-2	-1.3	-4	0.0	-4.7	0.4	4.5	0.4
O=C(CN(C(=O)CCC(=O)Nc1nccs1)c1ccc2c(c1)OCO2)NCc1ccccc1	0	-1	-1.3	1	-0.3	-1	-0.1	0.6	0.4	2.1	0.8
CC(=O)c1cc2c(cc1NC(=O)CSc1nc3ccc(C)cc3[nH]1)OCO2	1	-5	-0.8	-4	-2.4	-16	-0.7	2.5	-2.0	4.2	1.5
COc1cc(C(=O)OCC(=O)Nc2ccccc2)cc2c1OCCO2	-3	-1	-1.7	2	-1.0	5	-1.1	-0.4	0.7	-4.2	0.0
COC(=O)c1ccccc1NC(=O)C1CCN(C(=O)N2CCOc3ccccc32)CC1	1	1	-1.4	-5	1.2	-4	0.7	-0.4	0.0	4.5	1.1
Cc1cc(NC(=O)CN2CCN(S(=O)(=O)c3ccc4ccccc4c3)CC2)no1	0	-9	-1.3	-7	-1.6	-13	-0.3	4.9	0.5	-0.8	0.5
CCOC(=O)C1=C(O)/C(=C/c2ccc(-c3ccccc3C(=O)O)o2)SC1=Nc1ccc(C)cc1	2	-1	-0.7	3	-0.3	1	0.0	-2.4	-0.6	0.6	0.1
COCCCNC(=O)C[C@@H]1C[C@@]2(C(=O)OC)CC(C)(C)CC=C2N(Cc2ccco2)C1=O	3	-1	-0.2	1	0.4	5	1.0	/	/	0.7	-0.1
COc1cc2c3c(c1)c(C1=NC(=S)NC1=O)c(O)n3C(C)(C)C=C2C	-1	-4	-1.1	0	-0.5	3	-0.3	-1.9	3.1	0.8	0.8
Cc1ccc(C(=O)Cn2c(-c3ccccc3)noc2=O)cc1	-2	5	-0.3	4	1.1	-27	-0.4	1.5	2.2	4.2	0.4
CCO[C@@H]1OC(C(=O)NC2CC2)=C[C@H](c2ccc(Br)cc2)[C@H]1CCCO	-1	-2	-0.7	-1	-0.9	5	0.1	0.2	0.1	1.6	0.7
CCCC1S/C(=N/N=C/c2ccc(OC)cc2)N(Cc2ccccc2)C1=O (configuration not stated)	-1	-4	-1.1	-2	-0.1	-1	0.3	1.2	-1.1	-0.6	0.6
O=C1CCCc2nc(N3CCN(C(=O)c4ccco4)CC3)ncc21	4	1	0.5	-5	1.8	3	5.7*	5.4	2.3	5.3	-1.2
CCOc1cc(S(=O)(=O)N(CC)CC)ccc1F	-1	5	-2.3	5	-1.0	0	-0.9	2.1	0.6	-0.6	-0.1
COc1cc(F)ccc1S(=O)(=O)N1CCN(Cc2ccccc2)CC1	-2	3	-1.6	2	2.7	-2	-0.1	0.8	1.0	0.5	0.5
NC(=O)c1ccccc1N/C=C/C(=O)c1cccs1	-1	3	0.7	-9	8.3*	-6	2.5	2.0	2.3	9.9	2.7
Cc1nc(C)c(C(=O)C2=C(O)C(=O)N(CCN(C)C)C2c2cccs2)s1 (configuration not stated)	2	-1	-1.0	0	-1.3	10	0.4	3.8	0.6	0.5	0.4
O=C(CNC(=O)c1ccccc1)NCC(O)c1ccc([N+](=O)[O-])cc1 (configuration not stated)	-2	2	-0.9	4	0.2	3	0.0	0.6	-1.8	3.4	0.6
C=CCn1cc(/C=N/NC(=O)COc2cccc3cccnc23)c2ccccc21	-1	1	-1.3	0	-3.5	-2	-0.7	1.6	-0.2	0.0	-0.1
Cn1cc(C(=O)C(=O)NCCc2ccccc2)c2ccccc21	0	3	-1.8	1	-0.2	1	-0.4	0.4	2.2	-1.4	-1.0
O=C(COC(=O)/C=C/c1cccc(C(F)(F)F)c1)NCCN1C(=O)CSC1=O	-3	1	-1.0	2	-0.6	-18	0.6	1.1	-0.2	0.1	-0.3
COc1cccc(OCc2cc(C(=O)N(C)Cc3nccn3C)no2)c1	6	-2	0.1	-2	0.1	-5	5.4*	4.9	0.9	7.8	0.2
O=C(c1ccco1)N1CCN(C(=O)C2CCN(S(=O)(=O)c3cnc[nH]3)CC2)CC1	2	1	-1.1	3	-1.4	9	0.3	2.0	-0.7	0.2	0.1
COc1ccc2cc(/C=N/NC(=O)CN(c3ccccc3C)S(=O)(=O)c3ccccc3)c(Cl)nc2c1	2	4	-1.2	6	2.9	1	0.6	1.9	-0.5	-1.4	-2.2
O=C(CCOc1ccccc1)N1CCN(S(=O)(=O)c2cccs2)CC1	0	-1	-1.1	-3	-2.6	1	0.0	0.1	0.6	0.5	0.1
COc1ccc(-n2c(Cc3cccn3C)nnc2SCC(=O)NCc2ccccc2Cl)cc1	0	-5	-0.9	-5	-1.3	-32	-1.7	-0.6	1.6	-2.8	0.1
Cc1ccc(-n2c(-c3cccc(C)c3)n[nH]c2=S)cc1	-1	-6	-1.8	-5	0.0	17	-1.4	-1.0	-1.7	-3.9	0.3
CCOC(=O)N1CCN(C(=O)CSc2ccc3nnc(CCNC(=O)c4ccc(OC)cc4)n3n2)CC1	-6	3	-1.5	-5	-0.9	15	-0.1	-1.5	-0.5	-1.2	-0.3
O=C(NCc1ccc(Cl)cc1)NCc1ccc(Cl)cc1	-3	-3	-0.3	-7	1.4	6	-0.5	0.8	-0.2	-0.7	0.6
COc1cccc(-c2ncc3ccccc3c2COC(=O)N2CCCCC2)c1	1	3	-1.5	3	-1.1	3	-0.3	0.2	0.4	-0.2	-0.2
COc1ccc(NC(=O)Nc2cc(C)ccc2F)cc1	3	2	-0.2	-1	2.0	-7	3.9*	6.2	1.4	10	0.2
O=C(O)/C=C/C(=O)Nc1ccc(OC(F)(F)Cl)cc1	-3	6	-1.3	-3	-1.2	2	-0.1	1.4	0.9	-1.0	0.5
(next part)
SMILES	SMARCA2 act	NPR1 activator	ssDAF12 agonist	NPR2 activator	hcDAF-12 act	HGIII-sPLA2 inh	DAX1 inh-1	GAA850 FXN act	DAX1 inh-2	hgDAF-12 ag	KLK7 zymogen act
N/C(=N\OC(=O)Nc1ccc(Cl)c(Cl)c1)c1ncc(C(F)(F)F)cc1Cl	2	1	-1.1	3	0.0	4	-0.1	-0.1	0.0	3.8	-0.2
N#Cc1ccc(S(=O)(=O)N2CCCN(c3nc4ccc(Cl)cc4s3)CC2)cc1	2	-15	-0.8	-14	1.0	1	-0.5	3.8	1.4	4.2	0.2
O=C(Cn1cc(C(=O)C2CC2)c2ccccc21)NCC1CCCO1 (configuration not stated)	2	-4	-1.6	-4	-0.1	6	-0.5	2.3	-0.7	8.3	-1.4
CCc1ccc(OCCOCC(O)CNC2CCCC2)cc1 (configuration not stated)	-3	-3	-0.9	2	-2.3	2	0.4	-1.2	-0.2	-2.4	-0.5
COc1ccc(S(=O)(=O)N2CCOCC2)cc1NC(=O)COc1ccc2ccc(=O)oc2c1	3	6	-0.6	10	-1.9	0	-0.8	1.9	-1.0	-2.1	-0.4
